Assay outcomes deposited in PubChem BioAssay by Sanford-Burnham Center for Chemical Genomics.
SENP8 block-1: blocks the human protease SENP8. Q96LD8. purified SENP8, Z-RLRGG-aminoluciferin cleavage, luminescence. inhibition, % at 10 µM. 330,000 compounds, 1.2% hits. AID 2540; in the data active = inhibition above about 50%
SENP1 FRET inh: inhibitors of human SENP1 SUMO protease catalytic domain; AID 624204; 360,000 compounds, 0.21% hits; inhibition, % at 10 µM; recombinant SENP1 catalytic domain, CyPet-SUMO1-YPet FRET cleavage;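 active = inhibition at least 30% at 10 µM, raw YFP signal under a set limit, fluorescence ratio 0.5 to 1.5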;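 also: 0% = enzyme with DMSO and 100% = no enzyme wells; some results filed as inactive read as strong as hits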
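System: Recombinant human SENP1 catalytic domain, His6-tagged | Incubation: Enzyme reaction for 50 min at room temperature, dark | Medium: Tris pH 8 with BME, BSA, NP40 and catalase | Also added: 25 nM SUMO1 FRET substrate | Compound: 10 µM single point, 0.5% DMSO | Measured by: FRET fluorescence in CFP and YFP emission channels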
SENP6 block: inhibitors of human SENP6 protease; Q9GZR1; Recombinant SENP6 catalytic domain, aminoluciferin luminescence; inhibition, % at 10 µM; 330,000 compounds, 1.8% hits; AID 2599;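 active = inhibition above about 50% at the single tested dose, limit read from the data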;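 also: plate controls were DMSO wells with enzyme for no effect and DMSO wells lacking enzyme for full effect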
SENP8 block-2: blocks human SENP8 cleavage of Nedd8 substrate. Q96LD8. inhibition, % at 20 µM. AID 602440. recombinant SENP8, Nedd8 substrate fluorescence. 360,000 compounds, 0.64% hits; in the data active = inhibition mostly above about 40%, no sharp cut-off; inactive = mostly below about 27%
UBC13 inh: human UBC13 polyubiquitination inhibition; P61088; UBC13 polyubiquitin chain formation, TR-FRET; inhibition, % at 20 µM; 330,000 compounds, 0.47% hits; in the data active = inhibition above about 45%, passing the limit was not always enough
Target sequence (P61088 whole entry, looked up): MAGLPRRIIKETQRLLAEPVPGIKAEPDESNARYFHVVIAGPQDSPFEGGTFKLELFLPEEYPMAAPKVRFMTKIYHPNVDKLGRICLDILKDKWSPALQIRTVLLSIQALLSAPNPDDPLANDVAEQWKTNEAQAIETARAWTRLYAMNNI
HKDC1 inh: blocks human hexokinase HKDC1 activity | recombinant HKDC1, G6PDH/diaphorase resazurin coupled fluorescence | 340,000 compounds, 0.16% hits | inhibition, % at 20 µM | AID 493160 | Q2TB90;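 active = inhibition above about 35% when tested at 20 µM, limit read from the data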;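 also: plate controls were DMSO wells with enzyme for no effect and DMSO wells lacking enzyme for full effect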
Target sequence (Q2TB90 whole entry, looked up): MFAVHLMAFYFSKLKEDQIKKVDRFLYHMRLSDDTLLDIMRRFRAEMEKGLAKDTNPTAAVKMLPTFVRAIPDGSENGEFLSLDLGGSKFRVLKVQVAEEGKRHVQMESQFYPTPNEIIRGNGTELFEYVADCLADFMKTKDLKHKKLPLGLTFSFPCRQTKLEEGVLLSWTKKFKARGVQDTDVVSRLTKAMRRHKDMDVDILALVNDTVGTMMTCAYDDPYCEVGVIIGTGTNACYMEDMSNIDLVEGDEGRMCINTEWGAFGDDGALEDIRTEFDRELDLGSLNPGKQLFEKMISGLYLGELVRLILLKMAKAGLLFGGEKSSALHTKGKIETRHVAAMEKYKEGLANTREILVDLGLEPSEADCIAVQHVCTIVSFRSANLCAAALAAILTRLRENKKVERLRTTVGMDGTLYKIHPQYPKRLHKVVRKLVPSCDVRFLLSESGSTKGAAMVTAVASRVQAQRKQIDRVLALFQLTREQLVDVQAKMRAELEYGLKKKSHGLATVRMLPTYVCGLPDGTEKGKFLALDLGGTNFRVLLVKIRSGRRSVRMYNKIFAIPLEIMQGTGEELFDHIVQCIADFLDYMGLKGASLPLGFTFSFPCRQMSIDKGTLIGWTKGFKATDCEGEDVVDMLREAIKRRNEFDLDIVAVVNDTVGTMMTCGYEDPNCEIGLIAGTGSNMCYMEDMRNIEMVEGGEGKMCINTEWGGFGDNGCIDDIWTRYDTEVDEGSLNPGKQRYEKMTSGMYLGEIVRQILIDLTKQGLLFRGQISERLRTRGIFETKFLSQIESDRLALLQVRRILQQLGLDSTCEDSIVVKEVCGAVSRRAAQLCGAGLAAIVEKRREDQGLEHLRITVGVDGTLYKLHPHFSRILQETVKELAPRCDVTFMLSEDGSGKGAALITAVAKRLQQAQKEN
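Material – in-house recombinant HK5 (HKDC1) enzyme · Quantity – HKDC1 at 5 µg/mL · Buffer or medium – pH 8.0 Tris buffer with 10 mM MgCl2 · Reagent – glucose with 1 mM ATP · Dosing – single 20 µM dose · Times – reaction time 90 min, room temperature, protected from light · Technique – resorufin fluorescence at 613 nm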
PfG6PD inh: PfG6PD (Plasmodium falciparum) enzyme inhibition. PfGluPho enzyme, NADPH resazurin-diaphorase fluorescence. inhibition, % at 20 µM. 350,000 compounds, 0.78% hits. AID 504690;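 active = inhibition reaching at least a set limit at 20 µM in the primary screen, cut at about 59% in these data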;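 also: 0% = DMSO wells with substrate and 100% = DMSO wells lacking glucose-6-phosphate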
MIN6 prolif: MIN6 beta-cell proliferation induction; 330,000 compounds, 0.29% hits; AID 2380; MIN6 cells proliferation, ATPlite luminescence, 48 h; cells starved in 0.2% serum; 100% = growth in 10% serum; proliferation, % at 10 µM;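 active = compounds whose signal lies at least 3.5 SD above the mean of all wells on their plate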;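 also: 0% = DMSO-treated cells in low-serum medium and 100% = 10% serum control; some compounds called inactive have numbers as strong as hits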
SENP7 inh: blocks the human protease SENP7; 330,000 compounds, 1.5% hits; inhibition, % at 5 µM; Q9BQF6; recombinant SENP7, Z-RLRGG-aminoluciferin luminescence, 40 min;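 active = inhibition above about 50% at the single test dose, limit read from the data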;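 also: plate controls were DMSO with enzyme for no effect and no enzyme buffer wells for full effect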
* marks the source's active call; other numbers are inactive results; . = no result given.

no.	SMILES	SENP6 block	SENP1 FRET inh	HKDC1 inh	SENP7 inh	PfG6PD inh	SENP8 block-2	MIN6 prolif	UBC13 inh	SENP8 block-1
1	C#CCNc1cc(-c2ccccc2)nc2ncnn12	-36.2	1.5	-7.9	3.1	12.0	-18.8	-0.9	0.1	4.1
2	CN(C)C(=O)c1c(NC(=O)c2ccccc2)sc2c1CCC2	0.1	-2.5	-8.4	6.3	13.3	-18.0	-2.6	2.4	10.7
3	O=C(NCCC(=O)N(Cc1ccco1)Cc1cccs1)c1ccccc1Cl	-5.8	-0.8	-4.4	3.5	-6.8	5.3	-3.8	13.5	-10.8
4	COc1ccccc1/C=C/C(=O)NCC(=O)N1CCC(N(C)C2CCCC2)CC1	1.0	1.5	-3.1	-10.6	-6.0	-66.9	-0.1	0.5	2.0
5	CCCCc1cc(=O)oc2cc(OCC(=O)Nc3ccccn3)ccc12	11.7	-2.2	3.0	5.6	-10.0	-132.4	-4.1	-1.0	5.4
6	Cc1nnc(NC(=O)c2ccccc2Br)s1	-8.3	3.0	-5.8	-6.1	-15.6	11.5	0.0	2.6	-4.1
7	COC(=O)c1ccccc1NC(=O)Nc1ncccc1C	-1.7	0.9	-9.5	3.1	-13.2	-245.8	0.8	4.5	0.5
8	Cc1nc2ccccn2c1/C(O)=C1\C(=O)C(=O)N(CCCn2ccnc2)C1c1ccncc1 (stereo not drawn)	-8.5	-43.2	1.8	0.8	0.8	-7.7	2.4	0.6	4.7
9	Cc1ccc(OCCN2C(=O)NC3(CCc4ccccc4C3)C2=O)cc1 (stereo not drawn)	7.7	1.0	1.0	7.4	0.5	5.9	7.2*	9.9	0.8
10	Cc1c(NC(=O)C(C)OC(=O)c2cccnc2)c(=O)n(-c2ccccc2)n1C (stereo not drawn)	5.2	0.9	-5.8	2.2	-12.3	5.3	2.1	-1.3	1.8
11	COC(=O)c1cnc(Oc2ccc(NC(=O)NC(=O)c3c(F)cccc3F)cc2)cc1C(F)(F)F	-10.5	0.3	-5.6	7.2	20.1	3.4	1.9	4.7	3.7
12	CC1CCC(NS(=O)(=O)c2ccc(Cl)s2)CC1 (stereo not drawn)	-14.1	-17.8	-1.8	-8.2	15.7	0.9	-6.9	-1.5	-0.6
13	COC(=O)c1cc(NC(=O)c2cc(-c3ccc(OC)cc3)oc2C(F)(F)F)ccc1N1CCOCC1	-30.7	0.5	1.5	11.2	32.9	-61.3	-3.4	6.3	-6.0
14	O=C(c1c[nH]c2ccccc12)C(O)C(c1ccccc1)N1CCOCC1 (stereo not drawn)	1.8	0.3	-5.0	2.1	-12.8	15.2	0.5	-5.9	3.7
15	Cc1c(C)c2ccc(OC(C)C(=O)NCCCn3ccnc3)c(C)c2oc1=O (stereo not drawn)	15.6	0.2	-4.3	1.7	8.3	-292.6	-1.4	6.6	-1.0
16	O=C(Nc1ccc(Cl)cn1)c1cccc(S(=O)(=O)N2CCCC2)c1	-24.1	0.6	-1.8	-0.8	-4.6	12.0	2.3	0.5	-2.4
17	N#Cc1cccc(CSc2ncnc(N)n2)c1	-46.9	0.2	-3.4	-9.7	-9.7	21.4	-1.6	6.7	-7.8
18	CN(C)c1cc2c(cc1NC(=O)c1ccccc1Cl)n(C)c(=O)n2C	11.5	-0.2	-5.6	-1.6	14.3	0.4	-2.2	-1.9	10.2
19	CCOC(=O)c1[nH]c(C)c(C(=O)NC(C)(C)C)c1C	-1.6	0.5	-5.8	13.6	2.7	23.0	-3.0	11.8	1.1
20	CCOc1ccc2[nH]c(=O)c(CN(CCO)C(c3nnnn3C3CCCCC3)C(C)C)cc2c1 (stereo not drawn)	.	-17.6	3.3	.	15.1	-434.0	.	.	.
21	CC(C)NC(=O)c1cc(-c2cccs2)on1	-4.6	2.0	0.0	3.4	-5.2	7.8	-3.0	-0.8	-11.4
22	N#Cc1ccc2ccn(CC(=O)NCc3ccccc3)c2c1	-7.7	-10.4	-3.8	-5.9	6.4	-69.9	-4.1	-1.3	-3.5
23	COc1ccc(CCNC(=O)CSc2ccsc2[N+](=O)[O-])c(OC)c1	23.1	2.7	-2.1	1.2	2.9	12.3	-0.9	-3.5	7.8
24	CC(C)CCn1c(=O)c2ccccc2n2c(=S)[nH]nc12	22.1	-0.4	2.0	-3.1	12.2	2.5	0.5	-1.7	27.2
25	Cc1ccc2nc3c(cc(C(=O)NCc4ccco4)c(=N)n3Cc3ccco3)c(=O)n2c1	-12.1	-27.0	0.5	-24.1	27.6	-372.9	-5.0	10.1	-1.4
26	CC(C)(C)C(=O)N1CCc2cc(-c3csc(N)n3)ccc21	34.7	-2.2	-7.7	12.0	-0.2	-18.1	-5.5	0.3	4.7
27	CC(NC(=O)c1cccnc1)C(c1cccs1)N1CCN(C)CC1 (stereo not drawn)	10.7	-1.5	-3.5	8.8	-5.5	4.8	-4.6	1.4	-5.6
28	CCOC(=O)N1CCc2c(sc(NC(=O)c3ccc(S(=O)(=O)N4CCCC4)cc3)c2C#N)C1	-10.5	-29.5	4.7	-3.3	-28.1	7.6	-4.0	-26.3	-2.8
29	Cc1nc2c(C)cccn2c1/C(O)=C1\C(=O)C(=O)N(CCN2CCOCC2)C1c1ccncc1 (stereo not drawn)	-2.6	-19.5	-3.5	4.4	-12.3	12.9	-5.9	-6.3	3.6
30	CC1=C(C(=O)Nc2ccccc2)C(c2ccco2)C(C#N)=C(SCC(N)=O)N1 (stereo not drawn)	-0.6	-1.3	-8.1	3.7	10.2	-10.1	-3.5	3.2	1.9
31	CCS(=O)(=O)Nc1cc(C(=O)OC)ccc1C(=O)OC	4.4	-23.8	-11.5	2.5	25.0	-147.2	-0.2	7.5	0.2
32	Cc1occc1C(=O)NCc1ccccc1F	-5.3	-8.7	-3.4	5.2	5.3	-1.7	0.5	18.5	0.9
33	O=C1C=C(NCCOC23CC4CC(CC(C4)C2)C3)C2(CCCCC2)O1	17.7	6.0	-8.5	10.0	-10.7	16.0	3.2	10.5	0.1
34	NC(=O)CSc1nnc(Cc2csc(Nc3ccc(F)cc3)n2)n1Cc1ccccc1	9.6	-0.6	-4.7	10.3	5.2	28.3	-1.7	-1.9	-0.2
35	COCc1ccc(C(=O)N2CCCC(N3CCN(c4ccccc4C)CC3)C2)s1 (stereo not drawn)	17.4	1.4	5.1	4.1	9.3	15.7	2.4	3.0	4.7
36	CCn1c(SCC(=O)Nc2ccc(C(C)=O)cc2)nc2nc3c(cc2c1=O)CCCC3	-6.6	-3.8	0.3	2.4	-15.1	11.5	0.0	5.9	2.9
37	Cc1cc(C)c2cc(C#N)c(SCC(=O)NCC3CCCO3)nc2c1 (stereo not drawn)	-8.0	-10.6	-6.5	2.0	0.0	-54.5	1.3	10.3	5.2
38	CCOC(=O)C(C)Sc1nc(=O)n2cc(C)ccc2n1 (stereo not drawn)	-13.4	1.5	8.6	-9.9	0.2	-165.3	-3.9	-4.9	-5.0
39	O=C(Nc1ccc(Cl)cc1)Nc1cc([N+](=O)[O-])ccc1F	7.3	1.8	-12.1	-0.3	4.4	20.5	-2.8	6.1	3.5
40	Nc1ncnc2c1ncn2[C@@H]1O[C@H](CNC(=O)[C@@H]2CCN2)[C@@H](O)[C@H]1O	.	3.3	23.2	6.3	2.4	5.0	.	.	.
41	c1cncc(C2OCC3(CO2)COC(c2cccnc2)OC3)c1 (stereo not drawn)	-19.5	1.3	-3.2	5.0	-6.5	17.1	0.1	10.7	1.8
42	Cc1ccc2nc(-c3ccc(NC(=O)c4cccnc4)cc3)oc2c1	-4.2	-0.9	1.0	6.9	53.0	-104.9	-4.0	9.1	-10.8
43	O=C(NCC1CCCO1)c1ccc(COc2ccc(Br)cc2)cc1 (stereo not drawn)	-2.9	-0.3	-8.2	2.1	6.0	12.1	0.0	4.2	2.5
44	COc1ccc(CN(C)C(=O)Cc2ccc(OC)c(S(=O)(=O)N3CCOCC3)c2)cc1	6.4	-1.1	-2.1	-1.0	3.4	4.0	-1.1	-0.9	-2.4
45	O=C(CC1CCCCC1)NCc1ccccn1	-2.8	2.4	0.7	-11.9	-5.5	6.3	0.0	2.8	-3.5
46	COCC(=O)N(Cc1cc2ccc(C)cc2[nH]c1=O)c1ccc(C)cc1C	13.1	2.6	4.0	-3.7	0.3	-29.9	-0.2	-2.5	2.4
47	CCOc1ccccc1NC1=C(Cl)C(=O)N(c2ccc(OC)cc2)C1=O	-11.3	2.7	0.1	-1.7	-11.2	33.1	-1.9	1.4	2.7
48	COc1cc(C)c(NC(=O)COc2ccc3c(c2)OCO3)cc1C	0.2	0.6	-3.7	-0.1	9.4	4.1	-2.9	8.2	-8.7
49	CN(CC(=O)Nc1ccc(F)cc1)C(=O)COC(=O)c1cc([N+](=O)[O-])ccc1N1CCOCC1	-11.1	3.4	1.1	-4.0	-0.7	16.3	3.1	9.7	4.4
50	O=C(O)c1sc2cc(C(F)(F)F)cnc2c1-c1cccs1	7.9	-6.1	-5.7	1.9	-16.9	-393.6	0.7	2.5	0.2
51	Nc1ccccc1Nc1ccc([N+](=O)[O-])cc1[N+](=O)[O-]	-13.6	2.6	0.4	-7.4	16.8	15.8	-0.1	-44.5	-12.2
52	CC1(C(=O)OCC(=O)Nc2ccccc2Cl)CC1(Cl)Cl (stereo not drawn)	-20.9	1.9	-4.7	11.4	-14.3	13.8	-1.7	6.2	0.1
53	O=C(Nc1ccccc1C(=O)O)c1cc(S(=O)(=O)N2CCCCCC2)ccc1Cl	-4.4	3.6	1.5	-0.9	-13.9	3.5	-1.9	-1.4	3.8
54	Cc1cc(C)c2c(=O)c3c(oc2c1)C(=O)N(CCO)C3c1cccc(O)c1 (stereo not drawn)	-1.7	0.4	-0.3	4.9	8.8	7.7	-2.8	-1.0	5.6
55	Cc1ccccc1NC(=O)NC1(C(=O)NCc2ccco2)CCCCC1	-5.6	-0.4	-4.2	-5.3	-17.4	-6.6	0.0	0.4	3.0
56	COCc1cc(C)nc(OCC(=O)N/N=C/c2ccc(OC)c(O)c2)c1C#N	-9.4	2.8	-5.3	-5.4	-0.6	9.1	0.9	-11.1	-4.7
57	CCCS(=O)(=O)N1CCN=C1SCc1ccc(C)cc1	-12.2	-0.2	14.9	-4.8	7.1	4.0	-3.6	-18.4	0.7

Random excerpt: 4 entries already listed.
no.	SMILES	SENP6 block	SENP1 FRET inh	HKDC1 inh	SENP7 inh	PfG6PD inh	SENP8 block-2	MIN6 prolif	UBC13 inh	SENP8 block-1
52	CC1(C(=O)OCC(=O)Nc2ccccc2Cl)CC1(Cl)Cl (stereo not drawn)	-20.9	1.9	-4.7	11.4	-14.3	13.8	-1.7	6.2	0.1
57	CCCS(=O)(=O)N1CCN=C1SCc1ccc(C)cc1	-12.2	-0.2	14.9	-4.8	7.1	4.0	-3.6	-18.4	0.7
47	CCOc1ccccc1NC1=C(Cl)C(=O)N(c2ccc(OC)cc2)C1=O	-11.3	2.7	0.1	-1.7	-11.2	33.1	-1.9	1.4	2.7
50	O=C(O)c1sc2cc(C(F)(F)F)cnc2c1-c1cccs1	7.9	-6.1	-5.7	1.9	-16.9	-393.6	0.7	2.5	0.2
